Screens deposited in PubChem BioAssay by several laboratories.
rCAG RNA binder – molecules binding r(CAG) RNA repeats. r(CAG) RNA repeat, TO-PRO-1 dye displacement fluorescence. inhibition, % at 3 µM. hit rate 1.3% among 370,000. AID 651821;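 active = inhibition above the plate cutoff, the mean of all test compounds on that plate plus 3 SD, cut at about 35% in these data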;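 note: 0% = DMSO alone and 100% = 100 µM mitoxantrone as full dye displacement; higher means more dye released from RNA so lower well fluorescence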
UHRF1 binding – UHRF1 methyl-DNA binding inhibition. UHRF1 binding to methylated oligo, TR-FRET. inhibition, % at 4.4 µM. hit rate 0.75% among 370,000; in the data active = inhibition above about 21%;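 note: UHRF1 SRA domain binding a hemimethylated CpG hairpin DNA probe; 0% = median of test compound wells and 100% = reference inhibitor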
Target sequence (Q96T88 whole entry, looked up, the tested form may be a part): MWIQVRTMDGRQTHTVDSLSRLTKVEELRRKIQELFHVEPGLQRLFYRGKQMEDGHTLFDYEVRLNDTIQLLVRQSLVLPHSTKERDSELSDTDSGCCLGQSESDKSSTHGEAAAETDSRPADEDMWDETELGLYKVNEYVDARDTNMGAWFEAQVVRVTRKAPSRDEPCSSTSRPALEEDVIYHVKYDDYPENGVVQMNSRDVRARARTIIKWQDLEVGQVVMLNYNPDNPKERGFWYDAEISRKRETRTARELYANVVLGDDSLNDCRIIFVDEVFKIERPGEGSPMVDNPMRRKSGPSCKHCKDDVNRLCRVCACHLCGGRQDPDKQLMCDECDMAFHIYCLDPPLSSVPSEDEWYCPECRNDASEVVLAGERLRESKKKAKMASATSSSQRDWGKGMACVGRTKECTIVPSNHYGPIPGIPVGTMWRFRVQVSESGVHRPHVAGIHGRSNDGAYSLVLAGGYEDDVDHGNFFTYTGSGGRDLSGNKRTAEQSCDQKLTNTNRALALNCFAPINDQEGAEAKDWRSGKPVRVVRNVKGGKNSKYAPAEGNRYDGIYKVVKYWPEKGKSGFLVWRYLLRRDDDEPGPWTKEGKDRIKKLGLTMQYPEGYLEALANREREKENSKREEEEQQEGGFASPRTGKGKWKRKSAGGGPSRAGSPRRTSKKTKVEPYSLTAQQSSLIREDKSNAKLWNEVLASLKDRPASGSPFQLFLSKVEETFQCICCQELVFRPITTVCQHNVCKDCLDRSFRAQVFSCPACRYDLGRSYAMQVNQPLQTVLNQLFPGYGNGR
HTRA1 inhibitor – HTRA1 (human) protease inhibition. Q92743. recombinant HTRA1, FP-rhodamine activity-based probe, fluorescence polarization. inhibition, % at 5.96 µM. hit rate 0.5% among 340,000; in the data active = inhibition above about 36%;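 note: 0% = enzyme with DMSO and 100% = wells lacking enzyme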
PRMT1 FP inh – blocks human protein arginine methyltransferase 1; inhibition, % at 2.79 µM; Q99873; hit rate 1.3% among 370,000; recombinant PRMT1, activity-based probe fluorescence polarization;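 active = inhibition above about 21% made by adding two undisclosed values, limit read from the data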
TCR-CD3 inh – human TCR-CD3 binding inhibition; TAMRA-labeled TCR probe fluorescence, biochemical; inhibition, % at 9.4 µM; hit rate 0.37% among 360,000; AID 651800; in the data active = inhibition above about 19%;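 note: recombinant mutant TCR 2C K166C tagged with TAMRA read by polarization; 0% = receptor in buffer alone and 100% = receptor with positive control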
MBD2 DNA inh – blocks human MBD2 binding to methylated DNA. TR-FRET, MBD2 binding to methylated oligonucleotide. inhibition, % at 4.4 µM. hit rate 0.31% among 370,000. AID 686964; in the data active = inhibition above about 13%
GC-A act – GC-A (human) enzyme activation; HEK293 GC-A cells, cGMP TR-FRET, EC30 ANP; 0% at EC30 ANP, 100% saturating ANP; activation, % at 10 µM; hit rate 0.14% among 370,000; AID 1671463; in the data active = activation above about 40%
ABHD4 inh – ABHD4 (mouse) inhibition, primary FP screen. purified mABHD4, FP-Rh probe fluorescence polarization. Q8VD66. hit rate 0.54% among 370,000. inhibition, % at 8.92 µM. AID 720543;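 active = inhibition exceeding the mean over every tested compound plus 3 SD, cut at about 30% in these data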;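 note: 0% = plate median of compound wells and 100% = S159A mutant with DMSO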
Target sequence (Q8VD66 whole entry, looked up): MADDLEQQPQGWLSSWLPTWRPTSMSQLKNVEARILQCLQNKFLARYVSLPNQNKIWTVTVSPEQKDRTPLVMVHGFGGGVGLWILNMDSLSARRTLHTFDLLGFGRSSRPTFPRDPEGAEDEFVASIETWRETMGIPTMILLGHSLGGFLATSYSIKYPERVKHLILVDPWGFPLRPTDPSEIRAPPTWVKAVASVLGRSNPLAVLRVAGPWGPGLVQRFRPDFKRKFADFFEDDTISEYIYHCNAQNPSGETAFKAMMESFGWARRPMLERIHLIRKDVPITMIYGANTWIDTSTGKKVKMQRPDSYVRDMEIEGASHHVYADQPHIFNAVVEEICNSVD
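System: mouse ABHD4 enzyme, wild type / Medium: HEPES pH 7.0, NaCl, Pluronic buffer / Reagent: FP-Rh activity-based fluorescent probe / Control set: S159A mutant high control, sample median low control / Detection: fluorescence polarization with parallel and perpendicular emission, 525/598 nm / Schedule: 45 min + 60 min at 25 °C / Compound dosing: 8.92 µM, single dose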
SIAE primary – inhibitors of human sialic acid acetylesterase SIAE. inhibition, % at 9.66 µM. hit rate 0.69% among 370,000. SIAE FP-Rh probe binding, fluorescence polarization;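 active = inhibition above a cutoff: mean of compounds within the control limits plus 3 SD of those, cut at about 17% in these data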;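 note: 0% = plate median of compound wells and 100% = probe without SIAE protein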
GC-B act – GC-B (human) receptor activation; hit rate 0.11% among 370,000; AID 1920062; HEK293-GC-B cells, CNP EC30, cGMP TR-FRET; 0% at EC30 CNP, 100% saturating CNP; activation, % at 10 µM;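 active = activation at 10 µM reaching about 35% in either raw or pattern-adjusted values, limit read from the data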
Active calls of the source: *; . = no result given.

SMILES	rCAG RNA binder	UHRF1 binding	HTRA1 inhibitor	PRMT1 FP inh	TCR-CD3 inh	MBD2 DNA inh	GC-A act	ABHD4 inh	SIAE primary	GC-B act
Cc1ccnc(SCCn2c(N3CCC(C)CC3)nc3c2c(=O)n(C)c(=O)n3C)n1	-5	-2	0	-3	2	-2	-2	-3	14	-5
CN1CCN(C(=O)c2cn(-c3ccccc3)nc2-c2cccnc2)CC1	-2	-2	2	-2	1	-7	5	2	14	-8
O=C(O)CCC(=O)Nc1ccc(OCC(=O)O)cc1	-1	2	4	0	2	3	2	-1	-2	1
COc1nc(-c2ccncc2)nc2ccccc12	2	-13	1	-2	1	-6	1	-2	-4	-1
Cc1ccc(C(CNC(=O)Nc2ccccc2)N2CCN(C)CC2)cc1 (stereo not given)	-4	2	1	3	0	-4	0	0	6	1
CS(=O)(=O)N(CC(=O)N/N=C/c1cc2c(cc1Br)OCO2)c1ccccc1Br	5	-3	-44	1	0	1	-6	5	-19	-13
CN(Cc1ccccc1)S(=O)(=O)c1ccc2[nH]c(=O)ccc2c1	5	2	-2	-2	3	-3	-3	-4	-6	-3
COc1ccc(/C=C/C(=O)OCC(=O)NCc2ccccc2)cc1OC	0	-4	7	-1	1	1	-2	7	1	-2
COCC1CCN(C(=O)C2CCC(=O)N(C3CCCCCC3)C2)CC1 (stereo not given)	-6	-1	6	-1	1	2	4	-12	-8	-2
Cc1cccc(C=Nc2ccccc2C(N)=O)c1	1	4	-1	1	0	2	-3	0	0	3
COCc1c(C(=O)NC(C)c2ccc(S(N)(=O)=O)cc2)oc2ccccc12 (stereo not given)	4	2	-2	-3	-4	-1	-4	-2	-1	-4
CC(c1ccccc1)N1CNc2c(c(=O)n(C)c(=O)n2C)C1 (stereo not given)	-1	-2	6	0	1	-6	4	0	6	3
Cc1ccc(NC(=O)Cc2n[nH]c(=S)n2C)cc1	3	1	2	0	11	-4	3	1	2	-2
COc1ccc(Cc2n[nH]c(=O)c3ccccc23)cc1OC	2	4	4	-1	-5	3	2	-3	-1	-1
O=C(CSc1nc2ccccc2c(=O)[nH]1)Nc1cccc([N+](=O)[O-])c1	0	1	1	-2	-1	3	-5	-3	1	-15
Cc1c(Cl)cccc1NC(=O)Nc1ccc(C(N)=O)cc1	1	6	-4	5	-5	9	0	-10	-8	-2
Cc1c(C(=O)N/N=C/c2ccc(-c3ccccc3[N+](=O)[O-])o2)sc(N)c1C#N	33	-5	25	16	4	-5	15	22	26*	1
C=CCc1ccccc1OCC(O)CN1CCN(c2ccccc2F)CC1 (stereo not given)	-6	-1	-1	1	-3	5	4	-7	-6	2
CCCS/C(N)=N/N=C/c1cc(C)ccc1O	-1	-1	2	5	-3	2	14	5	15	-1
CS(=O)(=O)N(CC(=O)NCc1ccccc1Cl)c1cccc([N+](=O)[O-])c1	1	4	3	5	0	4	-4	-6	5	-1
CCC(C)[C@H](NC(=O)C1CC(=O)N(c2ccc3c(c2)OCO3)C1)C(=O)NC1CCCCC1 (stereo not given in full)	-8	1	11	5	5	-5	1	-1	13	-4
COC(=O)C[C@@H]1CC[C@H]2[C@H](COc3ccc(NC(=O)Nc4cccc(C#N)c4)cc3C(=O)N2C)O1	3	-1	.	0	.	3	0	0	-7	-1
CCOC(=O)C1(Cc2ccccc2C(F)(F)F)CCN(C(C)COC)CC1 (stereo not given)	-7	0	-16	-4	-3	-6	-10	3	9	7
O=c1[nH]c2ccccc2nc1-c1ccccc1	-6	0	-4	5	-4	1	-6	-5	-2	-5
COc1ccccc1-c1sc2ccccc2c1-c1ccc(Br)nc1	5	16	-14	1	5	5	-7	-10	-10	-9

Arranged by molar mass (ascending): 3 of the compounds above.
SMILES	rCAG RNA binder	UHRF1 binding	HTRA1 inhibitor	PRMT1 FP inh	TCR-CD3 inh	MBD2 DNA inh	GC-A act	ABHD4 inh	SIAE primary	GC-B act
O=c1[nH]c2ccccc2nc1-c1ccccc1	-6	0	-4	5	-4	1	-6	-5	-2	-5
O=C(O)CCC(=O)Nc1ccc(OCC(=O)O)cc1	-1	2	4	0	2	3	2	-1	-2	1
COc1ccc(/C=C/C(=O)OCC(=O)NCc2ccccc2)cc1OC	0	-4	7	-1	1	1	-2	7	1	-2

The listing continues:
SMILES	rCAG RNA binder	UHRF1 binding	HTRA1 inhibitor	PRMT1 FP inh	TCR-CD3 inh	MBD2 DNA inh	GC-A act	ABHD4 inh	SIAE primary	GC-B act
CCN(CC)C(=O)C1=C(C)N(CCCOC)C(=O)C(CC(=O)NCCc2ccccn2)C1 (stereo not given)	-1	2	9	2	4	1	-1	3	3	0
Brc1cccc(C2CC(c3ccccc3)n3nnnc3N2)c1 (stereo not given)	-1	2	-17	0	-3	-5	-31	-3	5	2
Cc1cc(C)cc(C(O)c2ncc(-c3ccccc3C(F)(F)F)[nH]2)c1 (stereo not given)	0	16	.	1	12	2	-8	2	-6	-3
C/C(=N\N=C(/C)c1cccc(N)c1)c1cccc(N)c1	-2	-2	.	-3	-3	5	1	3	4	0
COC(=O)[C@]12CCCCC=C1N(Cc1ccc(Cl)cc1Cl)C(=O)[C@H](CC(=O)NCc1ccccc1)C2	5	0	.	1	1	0	-3	-7	-4	-2
COc1ccc(NS(=O)(=O)c2cccc(NC(=O)c3cnccn3)c2)cc1Br	22	0	.	4	3	-3	-15	-15	-37	-6
O=[N+]([O-])c1ccc(S(=O)(=O)N2CCN(C3CCN(Cc4ccccc4)CC3)CC2)cc1	2	-1	7	1	1	-3	1	15	3	3
CCn1c(CSc2nc3ccccc3s2)nnc1SCC(N)=O	-3	-4	6	-2	5	2	0	-1	0	-1
C=CCNC(=O)c1ccc(-c2nc(-c3ccc(Cl)cc3Cl)cs2)cc1	2	0	-7	-2	0	3	4	-2	6	-3
COc1ccc(C(=O)C2CCCN(C(=O)Cn3nc(C)cc3C)C2)cc1F (stereo not given)	-6	16	8	1	-6	7	1	1	4	-1
CCOC(=O)C1(C)CCN1C(=O)c1ccc(-c2ccccc2)cc1 (stereo not given)	-2	1	.	4	-5	2	2	5	-3	2
CCN1C(=O)/C(=C\c2nc3ccccc3c(=O)n2-c2ccccc2)c2ccccc21	8	4	2	3	3	7	-22	-6	-6	-20
CSc1ncnc2c1ncn2CCCNCC1CCCO1 (stereo not given)	0	3	7	1	-8	4	0	-8	7	4
CSCC(=O)NC1CCCN(C2Cc3ccccc3C2)C1 (stereo not given)	0	-1	-1	-2	7	-5	-5	10	4	3
O=C(Nc1cccc(-c2nc3ccccc3s2)c1)c1cccs1	14	0	-118	-1	5	-1	-2	-8	-117	-5
CCOC(=O)C1CCCN1C(=O)c1ccc(OC)c(Br)c1 (stereo not given)	-4	1	0	0	1	-1	0	1	3	-3
CC(C)c1onc(C(=O)N2CCN(C(c3ccccc3)c3ccccc3)CC2)c1[N+](=O)[O-]	1	-1	-6	2	-2	0	0	4	5	0
O=C(Nc1ccnn1C1CCN(Cc2cccnc2)CC1)c1ccccc1Cl	-4	-1	1	5	-11	2	3	2	1	-1
CC(=O)N1CCCN(Cc2nc(C3(c4ccc(C)cc4)CCCC3)no2)CC1	-6	19	-1	-1	1	10	1	4	-3	0
COc1ccc(NC(C)=O)cc1C#N	1	-1	-2	3	2	-1	.	-1	-8	.
CCCCCNC(=O)c1c[nH]c2ccc(S(=O)(=O)N3CCC4(CC3)OCCO4)cc2c1=O	-1	0	1	-2	3	-2	-3	-6	-10	-3
NNC(=O)Cn1c(-c2ccccc2)cc(=O)n2ncnc12	3	0	-14	1	0	4	5	-1	2	0
O=C(Nc1ncccc1O)c1ccc(S(=O)(=O)NCc2ccco2)cc1	2	-1	6	-1	7	-6	0	1	1	0
Cc1ccc(C(=O)C2=C(O)C(=O)N(CC3CCCO3)C2c2ccccc2F)o1 (stereo not given)	0	-11	7	1	-4	-4	11	3	2	2
CCOC(=O)CCSc1nnc(-c2cccnc2)n1-c1ccccc1OC	-7	1	6	-2	5	2	-3	1	9	-5

The list goes on:
SMILES	rCAG RNA binder	UHRF1 binding	HTRA1 inhibitor	PRMT1 FP inh	TCR-CD3 inh	MBD2 DNA inh	GC-A act	ABHD4 inh	SIAE primary	GC-B act
O=[N+]([O-])c1ccc(-n2nnnc2CN2CCCCC2)cc1	-3	-1	4	-6	-3	-3	5	1	-1	1
C[C@@H]1CN([C@@H](C)CO)C(=O)CCCn2nncc2CO[C@@H]1CN(C)S(=O)(=O)c1ccc(Oc2ccccc2)cc1	3	0	-1	-3	3	-5	-1	2	10	3
O=C(COC(=O)CCc1nc2ccccc2c(=O)[nH]1)NC(c1ccccc1)c1ccccc1	0	0	-1	3	-3	-4	-8	3	-26	-2
COc1ccc(CNC(=O)c2ccc(C(C)C)cc2)cc1	-4	-3	-10	-2	8	-4	0	-8	5	3
Cc1cc(C)c(OCCN2CC(C)OC(C)C2)c(Br)c1 (stereo not given)	-5	22*	2	1	9	10	0	15	-4	0
CCCCN(CC)CCCNC(=S)Nc1ccc2nc3n(c(=O)c2c1)CCCCC3	-2	5	-1	0	1	-2	-1	-3	3	0
CNS(=O)(=O)c1ccc(CNC[C@H]2O[C@@H](n3cnc(C(N)=O)n3)[C@H](O)[C@@H]2O)cc1	0	1	1	0	4	3	-1	-3	2	1
CC1(C)CC(=O)C(C(C2=C(O)CC(C)(C)CC2=O)c2ccc(Br)s2)C(=O)C1 (stereo not given)	4	4	-11	21	-8	4	6	-5	2	-15
Cn1c(N)c(C(=O)COC(=O)/C=C/c2ccccc2F)c(=O)n(C)c1=O	5	-1	-2	-3	-1	-2	5	-1	3	2
O=C(CCNc1ccc(F)cc1)c1cc2ccccc2o1	-1	4	-3	49*	1	5	-4	-12	2	1
Cc1ccccc1CC1(CO)CCCN(C(=O)c2ccc(F)cc2)C1 (stereo not given)	-4	2	-4	-1	9	0	0	-5	1	-1
COC(=O)Nc1snnc1C	-1	2	6	1	-5	4	4	2	-8	6
CCN1CCN(c2cc(=O)n(Cc3ccc(F)cc3)c(=O)[nH]2)CC1	-2	0	4	-2	1	0	1	5	-3	6
COCCNC(=O)Cn1cnc2sc(C)c(S(=O)(=O)N3CCN(c4ccccc4OC)CC3)c2c1=O	0	1	-1	1	2	1	-1	2	-8	-1
COc1ccc(NC(=O)/C=C/c2cc(OC)c(OC)c(OC)c2)cn1	-1	0	3	-1	2	1	-4	4	21*	-11
COC(C(=O)Nc1ccnn1C1CCN(C(=O)c2cccc(F)c2)CC1)c1ccccc1 (stereo not given)	-1	-1	4	-3	8	-3	-2	-3	0	2
COc1ccc(NC(=O)c2ccc(NCCCN3CCOCC3)c([N+](=O)[O-])c2)cc1	-3	-11	1	0	-1	-13	4	7	-7	-3
Cc1cc(C)n(-c2cc(C(C)(C)C)nc3c(-c4ccccc4)cnn23)n1	-3	-4	-15	0	-2	4	-6	2	-5	1
CCN(CC(=O)Nc1cc(Cl)ccc1C)C(=O)c1ccc(=O)n(Cc2ccccc2)n1	-1	1	4	0	15	2	-2	4	5	-8
COc1ccc(NC2CCCN(C(=O)c3cc(CC(C)C)nc(N)n3)C2)cc1 (stereo not given)	-1	-3	3	0	5	-2	3	1	1	3
NS(=O)(=O)c1ccc(NC2=CC(c3ccc([N+](=O)[O-])cc3)N(c3ccc(S(N)(=O)=O)cc3)C2=O)cc1 (stereo not given)	23	-1	-8	27*	1	-1	4	11	-18	2

4 of the entries above in order of the ABHD4 inh value, descending:
SMILES,ABHD4 inh
COC(=O)Nc1snnc1C,2
COc1ccc(NC2CCCN(C(=O)c3cc(CC(C)C)nc(N)n3)C2)cc1 (stereo not given),1
CCCCN(CC)CCCNC(=S)Nc1ccc2nc3n(c(=O)c2c1)CCCCC3,-3
CC1(C)CC(=O)C(C(C2=C(O)CC(C)(C)CC2=O)c2ccc(Br)s2)C(=O)C1 (stereo not given),-5

This is a subset; count on the stated rates, not on these rows.
